Compound activity as filed in PubChem.
Statin myotox sup – suppressors of statin myotoxicity in C2C12 myotubes, primary screen, cell-based, single point, plate reader; AID 602340, 2012; rescue of ATP level, % at 7.49 µM; 330,000 compounds, 0.78% hits; C2C12 myotubes + simvastatin, ATP luminescence, 48 h; scaled: DMSO 0, geranylgeraniol control 100;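 active = mean ATP rescue above about 67%, or every replicate alone reaching that limit, limit read from the data, passing the limit was not always enough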;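 also: myotubes were challenged with 10 µM simvastatin during compound exposure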
ARNT-TACC3 inh – disruptors of ARNT/TACC3 protein interaction, primary screen, biochemical, AlphaScreen, single concentration; 390,000 compounds, 0.66% hits; AlphaScreen His-ARNT PAS-B/GST-TACC3 binding, luminescence; TACC3 fragment carries E629A point mutation; Transforming acidic coiled-coil-containing protein 3 (Homo sapiens), Q9Y6A5; inhibition, % at 9.99 µM;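 active = mean inhibition of replicates at least 50% and at least half of replicates each reaching 50%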;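 also: 0% = complete ARNT plus TACC3 wells and 100% = ARNT alone without TACC3; many hits fall short of the cut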
LGR2 antag – inhibitors of bursicon-induced LGR2 CRE-luciferase signal, primary screen, cell-based, HEK293, CRE-luciferase reporter, bursicon stimulation | Drosophila bursicon receptor LGR2 (rickets) | 380,000 compounds, 0.35% hits | inhibition, % at 9.99 µM | bursicon-stimulated, 4 h;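 active = drop in luminescence signal, shown as inhibition above about 50% in the replicate tests, limit read from the data, passing the limit was not always enough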;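 also: agonist challenge used bursicon conditioned medium at about half maximal strength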
Cneo AK release – Cryptococcus neoformans cell lysis inducers, primary screen, AK release luminescence, single concentration. 360,000 compounds, 0.2% hits. lysis activity, % at 15 µM. C. neoformans lysis, adenylate kinase release luminescence, 4 h; normalised: neutral wells 0, clomiphene wells 100. AID 651654, 2012;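 active = mean lysis activity across replicates of at least 80%, whatever share of replicates individually reach that level; inactive = mean lysis activity below 80%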
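Material: C. neoformans cells | Amount: Yeast cell density of 5 × 10^6 cells/mL | Medium: Fresh YPD growth medium | Dosing: Single dose | Times: Static 4 h at 37 °C with compound, 1 h detection | Detection: AK luminescence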
PGC1a acetyl inh – inhibitors of PGC1a acetylation signal, primary screen, cell-based, U2OS, AlphaScreen, inhibitor mode; AlphaScreen anti-acetyl-lysine; with virally co-expressed GCN5 acetyltransferase; inhibition, % at 15.6 µM; 350,000 compounds, 0.17% hits;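 active = every replicate shows inhibition of at least 40%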;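 also: 0% = neutral control wells and 100% = positive control wells; some results beyond the cut were filed as inactive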
INS-1E GSIS act – GLuc luminescence reporter in INS-1E cells, primary screen for activators of glucose-dependent secretion of insulin. activation, % at 16.6 µM. INS-1E GLuc reporter insulin secretion, 2-3 h. 370,000 compounds, 0.61% hits;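 active = lowest replicate activation of at least 40%, so every replicate reaches that level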;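 also: 0% = median of neutral control wells and 100% = median of IBMX positive control wells; some compounds called inactive have numbers as strong as hits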
PglD inh – C. jejuni PglD acetyltransferase inhibitors, primary screen, biochemical, DTNB colorimetric, single point; purified PglD enzyme, DTNB colorimetric CoA detection; inhibition, % at 12.5 µM; 360,000 compounds, 0.098% hits; AID 602405, 2012; in the data active = inhibition above about 16%, passing the limit was not always enough; also: strong numbers were not always called active
PAX8 reporter – inhibitors of PAX8-driven TPO luciferase reporter, primary screen, RMG-I cells, single concentration; SteadyGlo, 24 h; inhibition, % at 12.6 µM; 360,000 compounds, 1.2% hits;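 active = mean replicate inhibition at least 60% with every replicate also reaching 60%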;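 also: luciferase light reporting Pax8 driven TPO promoter activity; plate controls were median of neutral control wells for no effect and mitoxantrone controls for full effect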
Numbers without * were called inactive; x = not tested or not shown; & = joins results of further samples.

SMILES	Statin myotox sup	ARNT-TACC3 inh	LGR2 antag	Cneo AK release	PGC1a acetyl inh	INS-1E GSIS act	PglD inh	PAX8 reporter
COc1ccc(C(=O)Nc2nncs2)c(OC)c1	10	-10	-53	-10	x	2	-6	-134
Cc1cc(C(=O)COC(=O)CC(NC(N)=O)c2ccc(Cl)cc2)c(C)n1C (configuration not stated)	4	6	13	0	-2	-7	-7	11
Cc1ccc(NC(=O)Cc2ccsc2)cc1S(=O)(=O)N1CCOCC1	-1	-3	-23	-3	-1	1	-4	16
COCCn1c(SCC(=O)Nc2cccc(OC)c2)nc2c(oc3ccccc32)c1=O	x	0	-40	x	x	-10	x	1
COc1ccc(S(=O)(=O)NCC(=O)NCc2cc(=O)n(C)c(=O)n2C)cc1	13	-14	-19	-18	4	16	-2	3
COc1cc(C2NC(=O)NC(C)=C2C(=O)OC2CCCCC2)cc(Cl)c1O (configuration not stated)	9	x	-1	1	-5	-13	12	-8
COc1cccc(/C=N/NC(=O)C(C)Cn2cnc3ccccc32)c1 (configuration not stated)	x	7	6	0	1	-3	5	14
CCCCNC(=O)c1cnc(Cc2c[nH]c3ccccc23)c(I)c1	5	x	27	3	x	-14	4	19
O=[N+]([O-])c1ccc(S(=O)(=O)NNC(=S)NCCc2ccccc2)cc1	20	x	4	-1	x	-2	-2	4
O=[N+]([O-])c1cc(S(=O)(=O)N2CCCCC2)ccc1NCCCN1CCOCC1	x	2	-8	x	-2	-3	x	1
CCOc1ccc(C(=O)CCC(=O)N2CCN(c3ncccn3)CC2)cc1	1	-6	-13	8	-2	-10	2	-6
COc1ccc(C(=O)N2CCN(C)C(=O)[C@@H]2C)cc1OC1CCN(C(C)C)CC1	-2	0	-8	8	-7	-4	0	x
O=C(Nn1cnnc1)c1ccc(Cl)c([N+](=O)[O-])c1	1	-3	5	2	-4	x	-10	5
Cc1cccc(NC(=O)CSc2ncnc3sc(C)c(C)c23)n1	0	-6	-10	5	7	-2	-5	19
O=C(COc1ccc(F)cc1)c1ccc2c(c1)CCCC2	1	2	x	0	-7	x	-5	x
O=C(C[C@@H]1C[C@@H]2c3cc(NC(=O)C4CCOCC4)ccc3O[C@@H]2[C@H](CO)O1)NCCc1ccccc1	1	-3	2	5	-5	0	0	-1
C/C=C/c1ccc([C@@H]2[C@@H](CO)N3C(=O)CN(C(=O)Nc4ccc(OC)cc4)C[C@@H]23)cc1	x	x	-2	x	-5	-21	x	-31
CCOc1cccc(OCCOCCOc2ccccc2C(C)=O)c1	x	-9	-11	x	x	0	x	-8
CCOC(=O)COc1nc(C)cc(C(F)(F)F)c1C#N	x	-5	-1	0	0	-13	-1	3
CC(C)(C)c1ccc(C(=O)NCc2ccccc2)cc1	x	-1	-148	x	x	3	x	-110
COc1ccc(C#Cc2ccc3c(c2)O[C@@H](CN(C)C)[C@H](C)CN([C@H](C)CO)S3(=O)=O)cc1	x	7	9	1	-36	0	1	x
COc1ccc(S(=O)(=O)Nc2ccc3c(c2)CC(=O)N([C@@H](C)CO)C[C@@H](C)[C@H](CN(C)Cc2ccc(-c4ccccc4)cc2)O3)cc1	140*	-6	21	1	-23	6	-1	95*
CCn1c(C)nc2cc(C(=O)NNC(=O)[C@@H](NC(=O)c3cc(OC)cc(OC)c3)C(C)C)ccc21	6	-2	x	-1	0	x	2	-5
C[C@H](CO)N1C[C@H](C)[C@H](CN(C)S(=O)(=O)c2ccc(Cl)cc2)OCc2cnnn2CCCC1=O	7&19&7	-5	6&-2	-1&-2	-2&-2&-7	3&10	-2&-3	-30&-11&-47
Cc1cccc(OCC(=O)NC(=S)Nc2ccc(S(=O)(=O)NC3CCCCC3)cc2)c1	-37	2	x	1	-7	x	4	x
COCCNC(=O)/C(C#N)=C/c1cc(C(C)C)c(OC)cc1C	x	31	2	x	x	1	x	5
CC(C)NC(=O)N(C)C[C@@H]1Oc2ncc(-c3ccccc3F)cc2C(=O)N([C@@H](C)CO)C[C@H]1C	20	-8	-1	-2	-6	1	0	x
O=C(O)C[C@H]1C[C@@H]2c3cc(NS(=O)(=O)c4ccc(F)cc4)ccc3O[C@@H]2[C@H](CO)O1	0	-2	8	36	-1	9	-2	-1
O=C(Nc1ccc(Cl)cc1)N1C[C@@H]2[C@H](c3ccccc31)[C@H](CO)N2C(=O)c1cccnc1	-14	0	-7	-13	2	-10	-3	-32
Cc1ccccc1CN1CCN(CCCc2ccccc2)C(CCO)C1 (configuration not stated)	-11	x	-2	0	x	-30	-2	8
CCOc1ccc(N2C(=O)CC(N3CCN(c4ccccc4OC)CC3)C2=O)cc1 (configuration not stated)	-16	-9	-14	31	x	6	4	10
N/C(=N\OC(=O)COc1ccccc1Cl)c1ccccn1	x	-2	4	x	x	3	x	-145
COC(=O)C1(O)CC(CC(C)C)=NN1C(=O)c1ccccc1 (configuration not stated)	1	3	x	-1	-1	x	5	x
Cc1cc(Nc2ccc3c(c2)OCCO3)c2cccc(C)c2n1	x	2	21	-1	1	37	-2	-6
CC=Cc1ccc2n(c1=O)C[C@@H]1[C@@H](CO)[C@H](C(=O)NCC(F)(F)F)N(C(=O)c3cccnc3)[C@H]21 (mixture of isomers)	10	-3	13	3	x	13	2	x
COc1ccc(-c2ccc([C@@H]3[C@@H](CO)N4C(=O)CN(C(=O)c5ccccn5)C[C@H]34)cc2)cc1	x	x	7	x	-3	13	x	-5
CCCCCCSc1nc2c(c(=O)[nH]c(=O)n2C)n1C	-6	15	-16	-1	-7	x	0	14
COCC(=O)Nc1ccc2c(c1)C(=O)N(C)[C@@H]1CC[C@@H](CC(=O)NCC(F)(F)F)O[C@H]1CO2	28	-1	18	-1	7	11	3	11
CC(C)(C)c1cc(Cc2ccccc2)[nH]n1	-12	1	-20	12	8	-4	1	x
COC(=O)c1cc2sc(Cl)cc2n1CC(=O)Nc1cccc(SC)c1	20	9	x	0	-14	x	-2	x

Taken from above:
In PglD inh, CC=Cc1ccc2n(c1=O)C[C@@H]1[C@@H](CO)[C@H](C(=O)NCC(F)(F)F)N(C(=O)c3cccnc3)[C@H]21 (mixture of isomers) has the entry 2
In PglD inh, CCn1c(C)nc2cc(C(=O)NNC(=O)[C@@H](NC(=O)c3cc(OC)cc(OC)c3)C(C)C)ccc21 has the entry 2

The results go on:
SMILES	Statin myotox sup	ARNT-TACC3 inh	LGR2 antag	Cneo AK release	PGC1a acetyl inh	INS-1E GSIS act	PglD inh	PAX8 reporter
COc1ccc(S(=O)(=O)N(C)C[C@@H]2Oc3ccc(NC(=O)Cc4ccccc4)cc3CC(=O)N([C@@H](C)CO)C[C@@H]2C)cc1	-7	0	22	-1	5	10	1	-3
O=S(=O)(c1ccccc1)N1CN(Cc2ccc(F)cc2)c2nc3ccccc3nc21	x	-6	-5	x	2	-10	x	27
Cc1ccc(NC(=O)Nc2cccc(C)n2)cc1	-3	-1	-79	-7	6	-2	-3	-140
CC1=C(C(=O)N(C(C)C)C(C)C)CC(CC(=O)NCc2cccs2)C(=O)N1CCCN1CCCC1=O (configuration not stated)	6	x	-12	-10	6	4	3	7
C[C@@H]1CN([C@H](C)CO)C(=O)Cc2cc(NC(=O)Cn3cnnn3)ccc2O[C@H]1CN(C)Cc1ccc(Cl)c(Cl)c1	19	-9	9	1	-3	2	-8	-3
CC1CC(C)CN(S(=O)(=O)c2cccc3nsnc23)C1 (configuration not stated)	x	-4	8	3	-9	-4	1	4
COc1cccc(C(O)c2ncc(-c3ccccc3)[nH]2)c1 (configuration not stated)	2	x	-16	0	x	x	-4	-24
COc1ccc(CN(C)C[C@@H]2OCCCC[C@@H](C)Oc3ccc(NC(=O)c4ccncc4)cc3C(=O)N([C@H](C)CO)C[C@@H]2C)cc1	x	-1	-6	2	7	1	-3	-5
CC1SCC(=O)N(CC(=O)Nc2ccc3c(c2)OCCO3)C1=O (configuration not stated)	x	-3	8	x	x	0	x	14
CCOC(=O)C1=C(CSc2nc(CC)c(C)cc2C#N)OC(N)=C(C#N)C1c1ccc(OC)cc1 (configuration not stated)	5	-9	x	-2	-13	x	-3	x
CC(=O)c1ccc(-c2cnc3c(NC=O)cc(-c4ccc(S(C)(=O)=O)cc4)cn23)cc1	-27	x	8	3	-6	x	-2	54
COC(=O)C1(S(=O)(=O)c2ccc(C)cc2)CCOCC1	3	-11	x	0	-8	x	-6	x
CC(=O)C1=C(C)NC(=O)NC1/C=C/c1ccccc1 (configuration not stated)	4	-12	-11	1	2	-5	9	3
COc1ccc2c3c([nH]c2c1)C(C)N(C(C)=O)CC3 (configuration not stated)	9	9	1	-4	-5	-15	-5	7
CC1(C)c2ssc(=S)c2-c2ccccc2N1C(=O)c1ccco1	18	3	x	0	-1	x	-3	x
CC[C@H](C)Cc1cn([C@@H](CCCN=C(N)N)C(=O)NCCCCCCCCCCC(=O)N2CCNCC2)nn1	-2	21	-7	20	x	16	-5	9
CCOc1ccc(NC(=O)CCN2C(=O)c3ccccc3C2=O)cc1	-3	-5	-2	0	0	-1	-2	29
C[C@H](NC(=O)[C@@H]1CSC2c3ccccc3C(=O)N21)C(=O)NC1CCCCC1 (some centres not stated)	5	11	2	-1	7	5	0	12
CCn1c(C)c(CCC(=O)O)c(=O)n2nc(-c3ccccc3OC)cc12	13	-8	x	-2	-1	x	0	x
Cc1cc(C)c(C(=O)/C=C/c2cccs2)c(=O)[nH]1	x	1	18	x	-21	10	x	3
CCOC(=O)CC1C(=O)NCCN1C(=O)Nc1ccccc1 (configuration not stated)	x	-9	20	-1	7	9	0	x
COCCN(C(=O)COC(=O)/C=C/c1ccc2ccccc2n1)c1c(N)n(Cc2ccccc2)c(=O)[nH]c1=O	4	-4	9	4	x	-4	3	64*
Cc1sc2nc(CN3CCOCC3)nc(NS(=O)(=O)c3cc(Cl)ccc3Cl)c2c1C	8	1	x	0	2	x	-4	-1
CCNC(=O)[C@H]1[C@H](CO)[C@H]2Cn3c(cccc3=O)[C@H]2N1C(=O)CC1CC1	3	6	-2	14	x	-4	6	-7
O=C(Nc1ccc2c(c1)OCO2)C1CC1(Cl)Cl (configuration not stated)	-4	x	-11	0	x	42	3	-73
CC(C)(C(=O)N1CCC1(C)C(=O)NS(=O)(=O)c1ccc(C#N)cc1)c1ccccc1 (configuration not stated)	-11	x	3	-2	0	44	-3	3
CCc1nc2c(OCC3CCCCC3)cccn2c1N(C=O)Cc1ccc(OC)cc1	-9	x	10	2	x	-8	4	3
O=C(C[C@H]1CC[C@H]2[C@@H](COC[C@H](O)CN2CC2CCCCC2)O1)NCc1ccc(F)cc1	-10	-15	-2	-3	-9	-6	2	-5
CCC(=O)c1ccc(OCC(=O)OCC(=O)NCCC2=CCCCC2)cc1	x	-9	10	x	x	-16	x	4

Four compounds out of the list above, arranged by the value under PglD inh, low to high:
SMILES,ARNT-TACC3 inh,LGR2 antag,PGC1a acetyl inh,INS-1E GSIS act,PglD inh
CC(C)(C(=O)N1CCC1(C)C(=O)NS(=O)(=O)c1ccc(C#N)cc1)c1ccccc1 (configuration not stated),x,3,0,44,-3
O=C(C[C@H]1CC[C@H]2[C@@H](COC[C@H](O)CN2CC2CCCCC2)O1)NCc1ccc(F)cc1,-15,-2,-9,-6,2
COCCN(C(=O)COC(=O)/C=C/c1ccc2ccccc2n1)c1c(N)n(Cc2ccccc2)c(=O)[nH]c1=O,-4,9,x,-4,3
CCNC(=O)[C@H]1[C@H](CO)[C@H]2Cn3c(cccc3=O)[C@H]2N1C(=O)CC1CC1,6,-2,x,-4,6
